# Tn6 DDE FP: inhibitors of Tn6 peptide binding to human fibrin DD(E); P02675; Fibrin DD(E) TRITC-Tn6 fluorescence polarization displacement; inhibition, % at 8.3 µM; hit rate 0.21% among 370,000;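 active = inhibition above a per-campaign cutoff: mean of compounds within control limits plus 3 SD, cut at about 15% in these data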;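 note: 0% = median of all compound wells on the plate and 100% = blocking peptide control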
# rCAG RNA binder: molecules binding r(CAG) RNA repeats; r(CAG) RNA repeat, TO-PRO-1 dye displacement fluorescence; inhibition, % at 3 µM; hit rate 1.3% among 370,000; AID 651821;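 active = inhibition above the plate cutoff, the mean of all test compounds on that plate plus 3 SD, cut at about 35% in these data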;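 note: 0% = DMSO alone and 100% = 100 µM mitoxantrone as full dye displacement; higher means more dye released from RNA so lower well fluorescence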
# FXN GAA850 act: increases GAA850 frataxin promoter reporter activity; HEK293 lucGAA850 FXN promoter luciferase reporter, 24 h; percent of 10 µM SAHA response; activation, % at 6 µM; hit rate 0.56% among 360,000; AID 540364;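 active = activation above the average of all compounds screened plus 3 SD, cutoff fixed separately per campaign, cut at about 7.5% in these data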;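 note: 0% = DMSO wells and 100% = 10 µM SAHA wells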
# ASAP1 GAP inh: blocks human ASAP1-stimulated Arf1 GTP hydrolysis | AID 624377 | inhibition, % at 16.5 µM | Q9ULH1 | GDP FP detection | hit rate 0.19% among 360,000; in the data active = inhibition above about 25%;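 note: 0% = vehicle with enzyme and substrate and 100% = no enzyme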
# KLK7 zymogen act: activates the human kallikrein-7 zymogen; P49862; purified proKLK7, EDANS-DABCYL substrate fluorescence; 100% is mature enzyme control, 0% vehicle; activation, % at 7 µM; hit rate 0.9% among 370,000; AID 652039;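 active = activation above the mean of all tested compounds plus 3 SD, computed per campaign excluding outliers beyond control limits, cut at about 13% in these data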
# HGIII-sPLA2 inh: Blocks human group III sPLA2 activity; Q9NZ20; QFRET BODIPY PC-A2 liposome hydrolysis, fluorescence; inhibition, % at 12.2 µM; hit rate 0.56% among 370,000;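 active = inhibition above mean plus 3 SD of compounds lying within the high and low control bounds, cut at about 19% in these data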;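 note: 0% = median of test compound wells and 100% = no enzyme DMSO wells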
# ADAM10 inh: inhibits human ADAM10 | recombinant ADAM10, EDANS/DABCYL FRET peptide cleavage, 3 h | inhibition, % at 7 µM | hit rate 0.62% among 370,000;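 active = inhibition above a per-campaign cutoff equal to the mean of compounds falling between control-based bounds plus 3 SD, cut at about 20% in these data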;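 note: 0% = DMSO wells while the 100% control is not disclosed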
# ARFGAP1 inhibitor: rat ARFGAP1 inhibition. hit rate 0.26% among 360,000. AID 651572. inhibition, % at 16.5 µM. Arfgap1-stimulated ARF1 GTP hydrolysis, GDP FP detection. Q62848;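 active = inhibition above a per-plate limit, mean inhibition of low control wells plus 3 SD, cut at about 25% in these data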;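 note: 0% = DMSO wells with enzyme and 100% = wells lacking Arfgap1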
#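 Material: rat Arfgap1 GAP domain (His6, aa 1-136), purified enzyme. Also added: human ARF1(Δ1-17)-GTP substrate. Compound dosing: 16.5 µM single point, 1.26% DMSO. Timing: enzyme reaction 120 min at 25 °C after 20 min preincubation. Signal: GDP detection by fluorescence polarization. Read-out basis: percent inhibition of GAP-stimulated GDP formation, scaled between DMSO and no-Arfgap1 medians.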
# NPR2 activator: GC-B (human) receptor activation; activation, % at 10 µM; P20594; HEK293-GC-B cells, CNP EC30, cGMP TR-FRET; 0% at EC30 CNP, 100% saturating CNP; hit rate 0.11% among 370,000; AID 1920062;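 active = activation at 10 µM reaching about 35% in either raw or pattern-adjusted values, limit read from the data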
# GC-A act: GC-A (human) enzyme activation; AID 1671463; hit rate 0.14% among 370,000; HEK293 GC-A cells, cGMP TR-FRET, EC30 ANP; 0% at EC30 ANP, 100% saturating ANP; P16066; activation, % at 10 µM; in the data active = activation above about 40%
# Target sequence (P16066 whole entry, looked up): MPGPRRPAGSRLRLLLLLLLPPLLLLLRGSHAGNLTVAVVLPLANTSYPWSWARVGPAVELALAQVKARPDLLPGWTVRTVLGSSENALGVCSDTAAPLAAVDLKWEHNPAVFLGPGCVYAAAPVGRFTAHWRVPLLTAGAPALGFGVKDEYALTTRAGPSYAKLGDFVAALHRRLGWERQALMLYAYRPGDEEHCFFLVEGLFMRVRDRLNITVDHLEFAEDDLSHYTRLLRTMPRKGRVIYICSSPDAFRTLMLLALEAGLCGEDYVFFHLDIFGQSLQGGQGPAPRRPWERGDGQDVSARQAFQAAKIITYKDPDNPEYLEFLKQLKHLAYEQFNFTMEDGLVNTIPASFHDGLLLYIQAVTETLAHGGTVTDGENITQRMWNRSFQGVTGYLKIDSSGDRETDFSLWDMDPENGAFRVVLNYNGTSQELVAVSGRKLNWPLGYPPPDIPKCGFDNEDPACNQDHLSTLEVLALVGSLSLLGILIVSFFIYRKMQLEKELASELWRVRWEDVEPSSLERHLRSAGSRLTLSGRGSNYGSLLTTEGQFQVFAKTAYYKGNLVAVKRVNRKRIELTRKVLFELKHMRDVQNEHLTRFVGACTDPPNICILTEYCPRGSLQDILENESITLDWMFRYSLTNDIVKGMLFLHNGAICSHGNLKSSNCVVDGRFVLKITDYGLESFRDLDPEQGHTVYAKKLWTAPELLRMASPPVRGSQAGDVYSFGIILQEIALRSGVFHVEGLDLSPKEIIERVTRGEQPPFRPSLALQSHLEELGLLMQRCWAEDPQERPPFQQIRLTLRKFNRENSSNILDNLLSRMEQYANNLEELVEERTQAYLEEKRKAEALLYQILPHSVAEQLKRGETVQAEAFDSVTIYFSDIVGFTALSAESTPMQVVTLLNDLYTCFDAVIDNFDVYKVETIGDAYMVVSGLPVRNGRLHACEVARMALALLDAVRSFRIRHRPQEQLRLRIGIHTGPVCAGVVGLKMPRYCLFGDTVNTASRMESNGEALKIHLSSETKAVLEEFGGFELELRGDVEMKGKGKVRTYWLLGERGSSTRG
# * hit, by the source's call; i = inactive; . = no result given. Compounds were not picked by outcome. Share with any hit: about 4.5%.
SMILES,Tn6 DDE FP,rCAG RNA binder,FXN GAA850 act,ASAP1 GAP inh,KLK7 zymogen act,HGIII-sPLA2 inh,ADAM10 inh,ARFGAP1 inhibitor,NPR2 activator,GC-A act
COc1ccc(C(=O)NNC(=O)CSc2nc3c([nH]2)c(=O)n(C)c(=O)n3C)cc1,-1,1,-0.1,-6,0.3,1,-7,4,-1,3
COc1ccc([C@H]2CC(=O)C[C@@H](CCn3cc(CC4CCCC4)nn3)O2)cc1,-7,1,.,-6,0.0,-3,-5,-6,-6,-1
O=C(/C=N/O)NCCN1CCCCC1,2,-2,0.8,0,0.4,2,-8,-1,2,1
CCCN1Cc2cccc(C(=O)NCc3ccccc3OC)c2C1=O,1,-6,1.9,0,0.0,-7,3,10,7,4
Cc1cccc(NC(=O)CSCc2cc(=O)n3nc(C4CC4)sc3n2)c1,-2,2,-0.2,-4,-0.2,6,-4,-2,-2,0
C/C(N)=C(/C#N)C(=O)CN1C(=O)NC(Cc2c[nH]c3ccccc23)C1=O (stereo not drawn),3,4,0.2,3,0.2,-24,4,5,6,-2
COc1ccc(NC(=O)C(c2ccc(C)cc2)N(C)C(=O)c2cnccn2)cc1 (stereo not drawn),-1,-3,1.9,-3,0.4,-1,11,-1,0,0
Cc1ccnn1CCC(=O)N1CCCC(Nc2ccc(F)c(F)c2)C1 (stereo not drawn),-7,-1,1.5,-4,-0.7,8,-5,2,5,-2
COC(=O)c1cc(C(=O)OC)n(Cc2ccc(F)cc2)n1,-5,-4,-0.5,0,0.1,-1,-5,12,-1,-8
CC1C/C(=N\NC(=S)NCc2ccccc2)CC(C)(C)C1 (stereo not drawn),-10,-2,-2.5,0,0.5,4,3,-5,-3,3
Cc1cc(C)c(NC(=O)COC(=O)c2ccc([N+](=O)[O-])s2)c(C)c1,9,0,-2.3,0,0.6,-10,-3,2,-4,-1
C=CCSc1nnc(-c2cccnc2)o1,2,2,1.3,-5,0.0,4,0,1,3,4
CC1Cc2ccccc2N1C(=O)COC(=O)C1(c2ccccc2F)CCCC1 (stereo not drawn),4,0,0.6,-8,0.2,-10,5,16,1,0
CC(C)c1ccccc1NC(=O)C1C2C=CC(C2)C1C(=O)O (stereo not drawn),12,-3,1.3,4,0.6,6,2,-1,2,0
CCc1ccc(CN(C)Cc2nc(COc3ccccc3)no2)nc1,4,-7,-1.2,-1,-0.4,6,3,14,5,-5
Cc1cc(C)cc(N(CC(=O)NC2CCCCC2)C(=O)CCC(=O)Nc2cc(C)ccn2)c1,0,1,-0.7,-2,0.0,3,0,10,-7,-3
Cc1ccc(NC(=O)COC(=O)c2ccccc2F)cc1S(=O)(=O)N1CCCCC1,0,4,0.7,-5,-0.5,-29,12,0,-5,3
Cc1ccccc1-c1nc(CS(=O)(=O)CC(=O)Nc2cc(F)ccc2F)c(C)o1,-4,4,0.0,-2,-0.2,-44,4,12,4,-3
O=C(CCN1C(=O)C2C3C=CC(C4CC34)C2C1=O)Oc1cccc2cccnc12 (stereo not drawn),-5,1,1.2,2,0.9,-1,-2,1,4,3
CCC(C)NC(=O)Nc1ccc(Br)cc1Cl (stereo not drawn),1,-2,2.3,5,0.2,1,6,0,-10,-4
COc1ccc(C(=O)N(C)CC(O)c2ccccc2)cc1OC1CCN(C(C)=O)CC1 (stereo not drawn),-5,-2,0.5,-2,0.2,4,4,12,-1,2
O=C(CSc1ncnc2ccccc12)N1CCNC1=O,1,2,1.6,-3,0.2,5,-3,-5,1,2
CCN1CCN(C(=O)c2cc(COc3c(C)cccc3C)on2)CC1,6,-6,-0.4,-7,-0.3,-10,-1,-2,3,2
Cc1c(-c2ccc(F)cc2)[n+](=O)c2c(n1[O-])CCCCC2,7,3,2.9,-2,-0.1,6,-7,-3,1,0
CCCOc1ccc(OCCSc2nnc(N)s2)cc1,2,1,1.6,-5,1.0,-3,2,-2,4,5
N#Cc1ccc(S(=O)(=O)N2CCc3[nH]c4ccc(F)cc4c3C2)cc1,-5,12,2.4,0,-0.1,-27,0,10,-1,-5
O=C(O)c1nn(Cc2nc3ccccc3o2)c(=O)c2ccccc12,1,1,1.6,3,0.1,-4,3,7,-1,-2
CCC(C(=O)OCC(=O)Nc1ccc(OC)cc1OC)c1ccccc1 (stereo not drawn),-7,-10,1.5,-7,0.4,-1,-1,7,5,0
Cc1ccc(CNC(=O)c2nnc(CS(=O)(=O)c3ccccc3)o2)cc1,-3,12,1.5,4,0.1,-31,6,3,2,2
COc1cc(OC)c(C(=O)Nc2cccc3ccccc23)cc1OC,-3,2,2.2,4,0.3,-3,4,4,-6,-1
Cn1cc(/C=C(\NC(=O)c2ccccc2Cl)C(=O)N2CCOCC2)c2ccccc21,-7,-5,1.8,-8,0.5,-1,-5,11,3,-2
O=C(Nc1nnc(-c2ccc(Br)cc2)o1)c1cccc(N2C(=O)CCC2=O)c1,3,17,0.2,2,-0.1,-5,2,-3,-5,1
COc1ccccc1NC(=O)c1cc2ccccc2o1,-2,3,5.1,13,-0.2,3,-1,-7,1,-1
CCc1ccccc1NC(=O)CSc1nnc(CCNC(=O)OC(C)(C)C)o1,0,-6,0.2,0,-0.2,4,-3,0,9,2
CCOC(=O)C1(CCOc2ccccc2)CCN(Cc2ccc(OC)c(COC)c2)CC1,8,-11,-3.4,-13,0.6,-18,-2,-1,-6,-1
O=C(CCNC(=O)C1CCN(S(=O)(=O)c2ccc(F)cc2)CC1)NCc1ccc(Cl)cc1,-5,-4,-3.5,-10,-0.4,-2,-9,-11,0,1
O=C(CCS(=O)(=O)Cc1ccccc1)N1CCN(Cc2ccccc2)CC1,-6,-4,-0.2,0,-0.3,-1,4,-4,3,4
Cc1ccccc1OCc1nnc(SC(C)C(=O)O)n1-c1ccccc1 (stereo not drawn),6,7,0.7,-5,0.3,1,-12,5,1,-1
CCNC(=O)C1(C)CCN(C(=O)c2ccccc2)C1 (stereo not drawn),4,0,0.5,-2,0.9,1,-5,2,2,-3
Cn1ncc(N=Cc2c(O)ccc3ccccc23)c1C(=O)N1CCOCC1,2,-2,1.8,-5,-0.7,-4,-6,2,2,3
O=c1c2c(nc3c(-c4cccc5ccccc45)c[nH]n13)CCC2,-1,6,-1.1,-2,-86,8,-100,-11,1,3
CCOc1cc(C(N)=O)cc(Br)c1OCc1ccccc1,4,-1,0.6,0,-0.7,-2,1,-1,-3,1
COc1ccc(CCNC(=O)c2nnn(-c3cc(C)cc(C)c3)c2N)cc1OC,-11,-7,1.5,5,0.1,-10,16,-9,4,0
O=C(N/N=C\c1cccc(F)c1)c1ccc(-c2ccccc2)cc1,4,2,1.6,-22,0.3,2,2,-2,0,0
CCCN1CCC(N2CCCC(C(=O)O)C2)CC1 (stereo not drawn),5,-1,-3.3,-2,-0.6,-1,1,5,0,-5
COc1ccc(C(CCNCc2ccc(OC)c(OC)c2)c2ccc(F)cc2)cc1 (stereo not drawn),-1,-2,1.6,-3,-0.4,8,-1,1,-1,0
COc1ccc(CNc2ncnc3cc(OC)c(OC)cc23)cc1,-5,-6,1.2,9,0.0,2,-6,3,10,16
OCC1(Cc2ccc(F)cc2F)CCCN(Cc2ccc(Cl)cc2)C1 (stereo not drawn),-1,-7,0.6,9,0.1,-3,7,13,-1,-1
CCOC(=O)[C@]12CCCC=C1N(Cc1ccco1)C(=O)[C@H](CC(=O)NCCCOC)C2,-3,0,.,-13,0.3,10,-11,-6,6,3
Cc1cc(N/N=C/c2cccc(F)c2)nc(NCc2ccccc2)n1,-2,3,2.1,1,-0.3,-12,8,18,1,-5
CCOc1ccc(C(C)=O)cc1COC(=O)c1ccc2c(c1)NC(=O)CS2,2,6,-4.5,3,1.3,-25,15,13,-6,5
Cc1ccnc(SCc2cc(=O)c(OC(=O)c3ccc([N+](=O)[O-])cc3)co2)n1,1,.,.,.,.,16,-13,.,17,0
C[C@H](O)[C@@H]1C(=O)N2CCc3c([nH]c4ccccc34)[C@@H]2C[C@@H]1N(C)S(=O)(=O)c1ccccc1,-4,9,-6.2,-12,59*,-13,i,-6,12,12
O=C(c1sc(N2CCOCC2)nc1-c1ccccc1)N1CCCCC1,1,-1,2.2,-3,-0.2,12,-9,0,-3,1
O=C(O)c1ccc(NC(=O)c2cn(-c3ccccc3)nc2-c2ccc(F)cc2)cc1,0,30,4.5,3,-0.3,-8,1,-10,-6,-4
COC(=O)c1[nH]c2ccc(Cl)cc2c1NC(=O)C1CC1,-5,-1,0.0,0,-0.1,-2,-94,-10,-8,-9

# Entries shown so far containing an aryl thioether with sulfur outside any ring, in the order listed:
SMILES,Tn6 DDE FP,rCAG RNA binder,FXN GAA850 act,ASAP1 GAP inh,KLK7 zymogen act,HGIII-sPLA2 inh,ADAM10 inh,ARFGAP1 inhibitor,NPR2 activator,GC-A act
COc1ccc(C(=O)NNC(=O)CSc2nc3c([nH]2)c(=O)n(C)c(=O)n3C)cc1,-1,1,-0.1,-6,0.3,1,-7,4,-1,3
C=CCSc1nnc(-c2cccnc2)o1,2,2,1.3,-5,0.0,4,0,1,3,4
O=C(CSc1ncnc2ccccc12)N1CCNC1=O,1,2,1.6,-3,0.2,5,-3,-5,1,2
CCCOc1ccc(OCCSc2nnc(N)s2)cc1,2,1,1.6,-5,1.0,-3,2,-2,4,5
CCc1ccccc1NC(=O)CSc1nnc(CCNC(=O)OC(C)(C)C)o1,0,-6,0.2,0,-0.2,4,-3,0,9,2
Cc1ccccc1OCc1nnc(SC(C)C(=O)O)n1-c1ccccc1 (stereo not drawn),6,7,0.7,-5,0.3,1,-12,5,1,-1
Cc1ccnc(SCc2cc(=O)c(OC(=O)c3ccc([N+](=O)[O-])cc3)co2)n1,1,.,.,.,.,16,-13,.,17,0

# Bioassay records as filed in PubChem BioAssay.
